Screening data: PubChem, several laboratories
DAX1 inh-1: inhibitors of DAX1 repression of SF-1 activated StAR promoter. HEK293T StAR-luciferase reporter, SF-1/DAX-1 repression relief. inhibition, % at 6.8 µM. 370,000 compounds, 1.1% hits. AID 652010;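 active = inhibition above the mean over all tested compounds plus 3 SD, cut at about 3.6% in these data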;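 also: 0% = DAX-1 cells with DMSO and 100% = cells lacking DAX-1 with DMSO; higher inhibition means more luminescence from relief of DAX-1 repression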
PG9 binder: PG9 antibody binding by small molecule | AID 624416 | 360,000 compounds, 0.43% hits | inhibition, % at 6.7 µM | TR-FRET gp120-PG9 antibody binding; in the data active = inhibition above about 8.5%
FXN GAA850 act: activators of GAA850 frataxin (FXN) promoter; HEK293 lucGAA850 FXN promoter luciferase reporter, 24 h; percent of 10 µM SAHA response; activation, % at 6 µM; 360,000 compounds, 0.56% hits; AID 540364;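 active = activation above the average of all compounds screened plus 3 SD, cutoff fixed separately per campaign, cut at about 7.5% in these data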;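 also: 0% = DMSO wells and 100% = 10 µM SAHA wells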
NR1D1 modulator: Rev-erb alpha (human) modulation; 370,000 compounds, 0.79% hits; P20393; activity, % at 10 µM; Rev-erbα–FITC-DNA binding, fluorescence polarization, 90 min;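 active = activity above about 14%, limit read from the data; passing the limit was not always enough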;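 also: 0% = DMSO wells with 35 nM protein and 100% = DMSO wells with 750 nM protein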
Target sequence (P20393 whole entry, looked up): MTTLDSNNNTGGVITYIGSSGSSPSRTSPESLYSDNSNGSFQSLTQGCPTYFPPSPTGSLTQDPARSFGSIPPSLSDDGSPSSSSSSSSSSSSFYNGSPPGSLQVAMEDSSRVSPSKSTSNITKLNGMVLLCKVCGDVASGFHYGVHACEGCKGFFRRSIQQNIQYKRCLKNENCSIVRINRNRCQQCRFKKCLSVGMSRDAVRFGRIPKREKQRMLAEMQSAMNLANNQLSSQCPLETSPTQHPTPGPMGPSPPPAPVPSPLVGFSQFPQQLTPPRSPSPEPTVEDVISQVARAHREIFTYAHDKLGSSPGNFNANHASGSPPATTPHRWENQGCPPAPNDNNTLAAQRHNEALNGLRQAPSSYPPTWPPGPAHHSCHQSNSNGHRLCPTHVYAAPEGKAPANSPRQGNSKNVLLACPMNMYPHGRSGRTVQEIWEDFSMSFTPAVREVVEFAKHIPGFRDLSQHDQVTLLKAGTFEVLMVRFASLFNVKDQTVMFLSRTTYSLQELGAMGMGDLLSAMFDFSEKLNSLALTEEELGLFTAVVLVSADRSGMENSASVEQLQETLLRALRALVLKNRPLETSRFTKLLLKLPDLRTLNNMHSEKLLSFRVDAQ
hcDAF-12 act: H. contortus DAF-12 activation, primary screen; HEK293 hcDAF-12 lit1-tk-luc reporter, luminescence; 0% DMSO, 100% Δ7-dafachronic acid; activation, % at 6.8 µM; 370,000 compounds, 1.4% hits;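 active = activation above the mean of all tested compounds plus 3 SD, cut at about 5.5% in these data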;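 also: 100% = response to 3 µM Δ7-dafachronic acid high control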
hgDAF-12 ag: agonists of H. glycines DAF-12 nuclear receptor; HEK293 GAL4-hgDAF12 UAS-luciferase reporter, agonist luminescence; normalized to butyrate control; activation, % at 6.8 µM; 370,000 compounds, 1.8% hits;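 active = activation above a cutoff set at the mean of all screened compounds plus 3 SD, cut at about 10% in these data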;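 also: 0% = DMSO wells and 100% = sodium butyrate wells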
ssDAF-12 act: S. stercoralis DAF-12 activation, primary screen; 370,000 compounds, 1% hits; HEK293 ssDAF-12/GRIP1 lit1-tk-luc reporter, luminescence; % of 3 µM dafachronic acid response; activation, % at 6.8 µM;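 active = activation above the mean over all tested compounds plus 3 SD, cut at about 0.9% in these data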;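 also: 0% = DMSO-only wells and 100% = 3 µM delta7-dafachronic acid wells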
sPLA2-III inh: Blocks human group III sPLA2 activity. Q9NZ20. QFRET BODIPY PC-A2 liposome hydrolysis, fluorescence. inhibition, % at 12.2 µM. 370,000 compounds, 0.56% hits. AID 743126;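 active = inhibition above mean plus 3 SD of compounds lying within the high and low control bounds, cut at about 19% in these data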;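 also: 0% = median of test compound wells and 100% = no enzyme DMSO wells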
Target sequence (Q9NZ20 whole entry, looked up): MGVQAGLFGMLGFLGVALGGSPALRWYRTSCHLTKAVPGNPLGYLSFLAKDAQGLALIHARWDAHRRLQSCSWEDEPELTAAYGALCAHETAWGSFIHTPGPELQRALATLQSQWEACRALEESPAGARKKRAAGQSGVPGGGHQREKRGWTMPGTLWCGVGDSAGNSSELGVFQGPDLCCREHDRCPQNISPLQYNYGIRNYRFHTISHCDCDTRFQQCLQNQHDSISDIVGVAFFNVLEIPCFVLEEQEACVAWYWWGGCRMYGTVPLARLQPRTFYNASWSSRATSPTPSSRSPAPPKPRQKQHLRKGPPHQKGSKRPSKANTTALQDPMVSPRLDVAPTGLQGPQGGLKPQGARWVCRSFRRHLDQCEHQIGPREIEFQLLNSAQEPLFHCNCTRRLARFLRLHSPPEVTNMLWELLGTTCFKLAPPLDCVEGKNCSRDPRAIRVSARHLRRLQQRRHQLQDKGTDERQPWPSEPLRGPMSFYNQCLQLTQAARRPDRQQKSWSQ
DAX1 inh-2: inhibits human nuclear receptor DAX1 | P51843 | HEK293 Gal4-DAX1 luciferase reporter, luminescence | inhibition, % at 6.75 µM | 340,000 compounds, 0.99% hits | AID 504766;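 active = inhibition above the mean over all tested compounds plus 3 SD, cut at about 4.2% in these data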;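 also: 0% = DAX1-transfected cells with DMSO and 100% = empty-vector control cells with DMSO; inhibition shows as a rise in luminescence from relieved DAX1 repression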
SMARCA2 activ: SMARCA2 function activation, primary screen; MG213 cells, MMTV-luciferase reporter, dexamethasone, overnight; activation, % at 9.1 µM; 370,000 compounds, 1% hits; in the data active = activation above about 7.8%;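 also: 0% = vehicle wells and 100% = reference activator wells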
PLC-beta3 inh: PLC-beta3 (human) inhibition, primary screen. Q01970. Purified PLC-beta3, fluorogenic substrate, fluorescence. inhibition, % at 12.2 µM. 370,000 compounds, 0.18% hits. AID 720704; in the data active = inhibition above about 11%;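 also: 0% = median of compound wells on plate and 100% = full blocker control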
An asterisk follows results filed as active; i = inactive; x = not tested or not shown.

SMILES	DAX1 inh-1	PG9 binder	FXN GAA850 act	NR1D1 modulator	hcDAF-12 act	hgDAF-12 ag	ssDAF-12 act	sPLA2-III inh	DAX1 inh-2	SMARCA2 activ	PLC-beta3 inh
COC(=O)c1sccc1NC(=O)C1CCCCC1C(=O)O (centres undefined)	0.3	1.9	-1.0	-3	0.0	0.2	-1.4	5	0.1	3	-1
CNC(=O)c1sc(-c2ccccc2)nc1C	0.1	-0.1	1.3	-2	-1.3	3.4	-0.8	4	0.4	-1	3
COC(=O)CNC(=O)C12CC3CC(C1)CC(c1ccc(C)cc1)(C3)C2	0.4	-0.3	2.0	3	-1.3	-3.2	-1.5	4	-0.8	-4	-6
COc1ccc2oc(=O)c(C(=O)N3CCN(C(=O)c4ccccc4)CC3)cc2c1	0.5	-1.1	0.2	0	-0.6	2.0	-1.0	-2	0.5	-1	i
CCc1cc2c(SCC(=O)N3CCCC3=O)ncnc2s1	-0.6	-1.7	1.7	3	-0.1	-0.4	-1.2	-11	-0.7	1	-6
O=C(CN1C(=O)c2cccnc2Oc2ccc(Cl)cc21)N1CCCC1	-0.4	0.3	1.2	2	-0.7	4.6	-0.3	4	-0.3	-3	-1
O=C(Cn1cnnn1)Nc1cccc([N+](=O)[O-])c1	0.1	0.1	2.0	4	-1.4	-3.4	-2.1	3	0.3	-3	-7
COc1ccc(CCNC(=O)C2CCC(=O)N(CC3CCCCC3)C2)cc1 (centres undefined)	-2.4	0.5	1.5	3	-0.3	-1.0	-1.3	-4	1.1	0	-11
COc1ccc(OC)c(NC(=O)COC(=O)C2CCC2)c1	2.3	1.5	-0.5	-6	-0.7	-0.6	-0.9	2	-0.2	-3	-5
COc1ccc(N2CCN(CCNC(=O)c3ccc4c(c3)[nH]c(=S)n3c5ccccc5nc43)CC2)cc1	0.9	1.1	1.0	2	-1.5	-0.1	-1.7	4	0.9	0	-73
CC(C)c1c(C(=O)N/N=C/c2ccc(-c3ccccc3)cc2)nnn1-c1nonc1N	0.0	-0.1	0.9	1	-1.4	-0.1	-1.3	4	1.6	-1	-1
O=C(COC(=O)CCNS(=O)(=O)c1ccc(Cl)cc1)Nc1ccccc1OC(F)F	-1.0	-2.3	0.8	2	-1.7	1.9	-1.4	-19	-1.1	3	-3
O=C(Cn1cnc([N+](=O)[O-])n1)NCCc1ccccc1	-0.3	-0.4	3.0	8	1.3	2.5	-1.0	5	x	-4	0
CS(=O)(=O)c1ccc2nc(NC(=O)C3CC(=O)N(c4ccc(F)cc4)C3)sc2c1 (centres undefined)	-0.9	-1.7	-2.7	1	-0.8	4.8	-1.0	-14	-0.1	1	-6
Cn1ccs/c1=N\S(=O)(=O)c1ccc(F)cc1	-1.4	0.1	0.5	0	-2.0	0.8	-1.2	1	-0.2	-1	3
OCc1ccnc2oc3ccccc3c12	-0.1	0.8	0.9	-1	-0.5	-2.6	-0.3	1	0.9	3	-4
O=C(CNC(=O)c1cccs1)NCC(=O)OCc1ccccc1Cl	0.2	-1.8	2.3	-1	-0.9	-0.4	-1.0	2	-0.1	2	4
Cc1ccc(-c2csc3n[nH]c(=S)n23)cc1	-0.8	-0.8	0.3	-1	-0.6	-0.2	-1.2	8	0.0	0	1
COc1ccc(C(C(=O)NCc2ccccc2)n2c(=O)c(-c3cc4ccccc4[nH]3)nc3ccccc32)cc1 (centres undefined)	2.0	-0.7	x	9	3.5	4.4	0.1	-12	x	-2	i
CC(CN1CCOCC1)OC(=O)Cc1ccc(Cl)cc1 (centres undefined)	0.1	1.6	-2.0	-1	0.3	0.8	-0.8	-3	-0.4	0	-13
Cc1cc(C(=O)N/N=C/c2sc(N3CCOCC3)nc2-c2ccccc2)c(C)o1	-0.4	-2.8	0.2	-1	-2.6	0.6	-1.2	-2	-0.8	-3	-51
O=C(Cc1ccccc1)Nc1nnc(-c2cccnc2)s1	0.5	x	x	-1	0.2	0.0	-0.8	1	x	-1	1
C=CCSc1nc2c(c(=O)[nH]c(=O)n2C)n1Cc1ccccc1	-0.5	0.8	4.7	3	-3.0	-4.2	-0.9	-4	-1.1	-3	-6
CC(C)CCn1nc(C(=O)OC(C)C(=O)NC(N)=O)c2ccccc2c1=O (centres undefined)	-0.5	-0.8	-1.0	-1	-1.1	0.8	-1.0	-1	0.0	0	-1
O=C(O)CCC(=O)Nc1cccc(-c2csc(-c3ccccc3)n2)c1	-0.2	-0.5	-5.9	-3	-2.1	-8.0	-2.3	-15	0.5	-10	-4
CC(=O)c1c[nH]c(C(=O)Nc2ccc(N3CCCCCC3)cc2)c1	-3.1	-15	-2.8	-1	-3.3	-3.8	-1.7	16	-1.8	-4	-8
CCN(CC(=O)NCc1ccc(F)cc1)CC(=O)Nc1cc(S(=O)(=O)N(C)C)ccc1C	-2.4	0.1	-0.3	-4	-0.7	-2.5	-1.9	-1	-0.9	6	-6
C=C1c2ccccc2NC(=O)N1c1ccc(C)cc1	-0.2	-0.3	0.9	1	1.2	1.0	-0.6	5	1.1	3	-9
CCN(CC)C(=O)C1=C(C)N(Cc2ccccc2)C(=O)C(CC(=O)NCCCCc2ccccc2)C1 (centres undefined)	-1.1	-0.3	-5.5	2	0.6	-0.7	-1.6	-6	-0.4	-4	3
COc1cc(S(=O)(=O)Nc2ccccc2)ccc1NC=O	-0.8	-2.4	-3.9	1	0.4	-0.6	-1.5	2	0.3	1	3
CCOc1ccc(CCNc2nc3ccccc3n3cnnc23)cc1OCC	-0.4	-1.2	6.8	-3	-2.5	0.6	-1.7	4	-2.9	0	-7
Cc1c(NC(=O)CN(c2ccc(F)cc2)S(=O)(=O)c2ccccc2)c(=O)n(-c2ccccc2)n1C	-1.6	1.4	-0.7	-6	0.5	-3.6	-0.9	4	-0.1	-2	-3
C=CCN1CC(COCCCC)Oc2ccc(Cl)cc2S1(=O)=O (centres undefined)	-0.1	-1.3	x	-6	1.6	0.4	-0.6	-1	x	-5	0
COCCNC(=O)C(c1c[nH]c2ccccc12)N(C(=O)c1snc(C(N)=O)c1N)c1cccc(OC)c1 (centres undefined)	-0.1	1.3	-1.0	5	-0.4	1.5	-1.9	-10	-0.7	5	-16
CCN(CC)S(=O)(=O)c1ccc(C(=O)NCC2CCCCC2)cc1	0.0	-1.9	0.9	2	-1.1	1.3	-0.9	0	-0.4	0	-2
CN(C)C(=O)c1coc2nc3ccccc3nc12	-0.1	-2.2	-1.3	-3	2.6	1.2	-0.6	7	1.0	-2	-215
CNc1oc(-c2cccs2)nc1C#N	0.5	-0.2	2.0	2	-0.9	1.6	-0.9	7	-0.3	1	i
CC(C)C(C)NC(=O)CSc1ccc(S(=O)(=O)N2CCOCC2)cn1 (centres undefined)	-1.4	-0.9	1.8	-6	-0.3	0.9	-0.7	3	-0.1	-2	-6
CCCCCCCCN1C(=O)[C@H](CC(=O)NCc2ccccc2)C[C@@]2(C(=O)OC)CC(C)(C)CC=C12	-0.7	0.9	x	1	0.4	1.5	-1.2	-10	x	-4	5
CCOC(=O)C1CCCN(C(=O)c2cc3c(-c4cccc(OC)c4)nn(C)c3s2)C1 (centres undefined)	-3.0	0.9	-4.0	7	-2.9	-0.8	-2.0	-21	-2.6	-2	-10
O=C(N=C1SC2CS(=O)(=O)CC2N1c1ccc(F)c(Cl)c1)C1CC1 (centres undefined)	0.8	-1.7	-0.8	0	-0.7	-2.6	-1.4	-5	0.7	2	-6
CCc1ccc(C(=O)NC(C(=O)NCC2CCCO2)C(C)C)cc1 (centres undefined)	-0.5	1.3	-0.7	0	0.3	1.7	-1.6	-3	-1.0	7	-9
Cc1ccc(C(=O)Nc2ncccc2C)cc1S(=O)(=O)N1CCOCC1	-0.3	-1.6	1.1	-3	-1.3	1.7	-1.6	4	-0.4	-1	-2
CC(=O)NC(=S)Nc1ccc(NC(=O)COc2ccc(Cl)cc2)cc1	-0.8	4.6	0.0	-5	0.1	-1.2	-1.3	4	-0.8	0	3
Cc1cc(C)n(CCN(C)C(=O)CCc2nnc(-c3ccc4c(c3)OCO4)o2)n1	0.7	-2.9	2.0	-7	-0.7	2.6	-1.8	10	-0.5	-3	4
CC(Oc1ccccc1F)C(=O)NNC(=O)CC(C)c1ccccc1 (centres undefined)	-0.9	0.3	-1.5	0	-1.4	-1.1	-0.9	5	2.5	1	1
O=C(CCCNC(=O)/C(=C\c1ccc(F)cc1)NC(=O)c1ccccc1)OCc1ccccc1	-0.2	1.9	0.3	3	-3.3	0.6	-1.4	-4	0.5	0	-6
COc1ccc(C(C)=O)cc1CN1C(=O)C(C)ON=C1c1ncccc1C (centres undefined)	0.8	0.6	-0.5	-5	-0.6	0.3	-0.8	2	x	-1	3
O=c1cc(CN2CCN(c3ccccc3F)CC2)c2cc(O)c(-c3ccccc3)cc2o1	-0.1	-0.7	0.3	-2	1.8	-0.7	-0.8	-1	0.1	-1	-15
O=C(CCCCn1c(=O)c2ccccc2n(CC(=O)NC2CCCC2)c1=O)NCc1ccco1	-0.1	1.4	-0.5	4	-2.3	-0.8	-1.3	3	0.8	0	2
CC1CCN(C2(O)C(=O)Nc3ccc([N+](=O)[O-])cc32)CC1 (centres undefined)	-1.8	-0.3	-0.3	5	-1.6	-2.1	-1.7	-2	-1.2	0	14*
CN1CC(=O)N(CC(=O)Nc2ccc(N(C)C)cc2)c2ccccc2C1=O	0.1	-9.0	-0.5	-4	-0.4	1.7	-0.9	13	2.0	-4	5
CC(=O)Nc1ccc(S(=O)(=O)NC(C(=O)O)C(C)O)cc1 (centres undefined)	0.5	0.8	1.1	-5	0.1	-2.4	-1.6	16	0.7	-1	-8
O=C(NCc1ccccc1)c1cc(C2CCCN(C(=O)c3ccccc3)C2)on1 (centres undefined)	0.4	-1.6	2.1	1	-1.5	-3.4	-0.7	5	x	-6	-1
Cc1ccc(S(=O)(=O)CCC(=O)OCC(=O)Nc2cccc(S(=O)(=O)N3CCCCC3)c2)cc1	-0.2	1.0	-0.7	-5	-0.8	-3.6	-1.0	-12	1.9	-2	1
CCOc1cc(C(=O)NC(=S)Nc2nc(C)cc(C)n2)cc(OCC)c1OCC	0.1	-2.2	3.6	6	-2.2	0.0	-1.3	-2	1.0	5	-4
CC(C)C(=O)OC1CCS(=O)(=O)c2sccc21 (centres undefined)	-0.7	1.9	1.3	0	-1.3	1.0	-0.7	8	2.9	-3	5

Two of these compounds, reformatted.
O=C(CCCCn1c(=O)c2ccccc2n(CC(=O)NC2CCCC2)c1=O)NCc1ccco1
  DAX1 inh-1: -0.1
  PG9 binder: 1.4
  FXN GAA850 act: -0.5
  NR1D1 modulator: 4
  hcDAF-12 act: -2.3
  hgDAF-12 ag: -0.8
  ssDAF-12 act: -1.3
  sPLA2-III inh: 3
  DAX1 inh-2: 0.8
  SMARCA2 activ: 0
  PLC-beta3 inh: 2

CC1CCN(C2(O)C(=O)Nc3ccc([N+](=O)[O-])cc32)CC1 (centres undefined)
  DAX1 inh-1: -1.8
  PG9 binder: -0.3
  FXN GAA850 act: -0.3
  NR1D1 modulator: 5
  hcDAF-12 act: -1.6
  hgDAF-12 ag: -2.1
  ssDAF-12 act: -1.7
  sPLA2-III inh: -2
  DAX1 inh-2: -1.2
  SMARCA2 activ: 0
  PLC-beta3 inh: 14*
